L3MBTL1 inh: blocks human L3MBTL1; Q9Y468; AlphaScreen L3MBTL1–H3K9me1 peptide binding; Potency, µM (series often up to 57.1 µM), inactives show at the top dose activity, negative = inhibition, hits mostly inhibitors; 230,000 tested, 0.66% active; active = well fitted inhibition curve with a large enough effect; inconclusive = small, poorly fitted or top-dose-only effect; inactive = no such curve, though single readings can be large or run the other way; also: nearly all actives have a fitted effect of over 60% in size
Target sequence (Q9Y468 whole entry, looked up): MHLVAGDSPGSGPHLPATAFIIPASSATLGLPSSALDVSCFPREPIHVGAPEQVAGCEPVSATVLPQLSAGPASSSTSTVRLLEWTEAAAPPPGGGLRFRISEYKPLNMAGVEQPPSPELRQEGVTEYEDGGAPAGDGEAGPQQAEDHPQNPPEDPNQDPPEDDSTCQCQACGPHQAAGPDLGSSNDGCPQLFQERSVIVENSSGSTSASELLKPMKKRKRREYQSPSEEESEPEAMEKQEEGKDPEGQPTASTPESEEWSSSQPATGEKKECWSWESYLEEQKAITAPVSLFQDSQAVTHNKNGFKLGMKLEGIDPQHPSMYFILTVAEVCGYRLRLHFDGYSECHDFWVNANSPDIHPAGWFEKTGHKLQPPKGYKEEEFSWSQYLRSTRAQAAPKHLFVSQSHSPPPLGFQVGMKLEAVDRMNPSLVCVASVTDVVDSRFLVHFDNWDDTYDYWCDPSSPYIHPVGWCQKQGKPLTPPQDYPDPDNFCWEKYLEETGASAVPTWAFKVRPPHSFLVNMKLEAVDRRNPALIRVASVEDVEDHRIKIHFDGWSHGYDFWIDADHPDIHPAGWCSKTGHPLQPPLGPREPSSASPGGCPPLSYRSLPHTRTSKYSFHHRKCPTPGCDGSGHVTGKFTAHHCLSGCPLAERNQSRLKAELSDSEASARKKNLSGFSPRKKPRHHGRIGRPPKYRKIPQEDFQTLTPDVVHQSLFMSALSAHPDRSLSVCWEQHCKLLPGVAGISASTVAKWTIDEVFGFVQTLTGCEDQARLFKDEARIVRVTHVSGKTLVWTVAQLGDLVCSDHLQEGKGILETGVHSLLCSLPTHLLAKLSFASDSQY
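First, the protein-peptide complex forms for 30 min at room temperature (L3MBTL1 50 nM, biotinylated H3K9me1 peptide 75 nM). Next, compounds are pin-transferred and incubated 30 min. Finally, AlphaScreen beads are added and read after 30 min.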
Active calls of the source: *; ? = inconclusive; [ ] = dose if it differs, or a comment. % is scaled to controls: 0 for no effect and ±100 for the full control effect; potency is read from the fitted curve at half-maximal effect. An excerpt. The share of hits here may be higher or lower than overall.

compound,L3MBTL1 inh
COc1cc(/C=C2/C(=O)N(c3ccc(C)c(C)c3)N=C2C)cc([N+](=O)[O-])c1O,-2%[2.29 µM]
CN(C)CCCNC(=O)C[C@H]1C[C@H](C(=O)N2CCCCC2)[C@@]2(C)c3[nH]c4cc(-c5ccco5)ccc4c3CCN2C1=O,-6%
O=C(COc1ccc(Oc2ccccc2)cc1)NC1CCS(=O)(=O)C1 (configuration not stated),-1%
COc1ccc(CCNS(=O)(=O)c2cc3c4c(c2)CCN4C(=O)CC3)cc1OC,-12%
CCOc1ccc(CNC(=O)CCCC(=O)n2ncc3cc(C)ccc32)cc1,-20%
CN(/N=C/c1ccc(-c2ccc([N+](=O)[O-])cc2)o1)c1ccccc1,-12%
CC(NC(=O)c1ccco1)C(=O)OCc1cccc(C(F)(F)F)c1 (configuration not stated),1%
CN(C)C(=O)CCc1ccc2c3c([nH]c2c1)[C@]1(C)[C@@H](C(=O)N2CCCCC2)C[C@H](CC(=O)NCC24CC5CC(CC(C5)C2)C4)C(=O)N1CC3,-12%
Cc1ccc(NC(=O)Cn2c(C)csc2=O)cc1,0%
CCOc1ccc(C(=O)N2CCN(CC(=O)N3CCCC3)CC2)cc1OCC,3%
Cc1cc(NC(=O)CSCC(=O)Nc2cc(C(F)(F)F)ccc2N2CCOCC2)no1,2%
O=C(CSc1nncn1-c1ccccc1)Nc1ccccc1,-1%
CSCCC(NS(=O)(=O)c1ccccc1F)C(=O)NNC(=O)c1csc(N2CCOCC2)n1 (configuration not stated),10%
O=C(Nc1ccccc1F)c1ccc(S(=O)(=O)N2CCCCCC2)cc1,10%
COC(=O)C1C(=O)C(C(=O)c2ccccc2)C(=O)CC1(C)C (configuration not stated),-4%
CCOc1ccc(NC(=O)CN(C)C(=O)c2ccccc2CCc2ccccc2)cc1OCC,-6%
Cc1onc(-c2ccccc2)c1C(=O)OCC(=O)Nc1ccc(Cl)cc1,22%
O=C(COC(=O)c1nc(Cl)ccc1Cl)NCc1ccc(Cl)cc1Cl,-5%
CCN(CC)S(=O)(=O)c1cc(NC(=O)CO/N=C(\N)c2ccccc2Cl)ccc1C,-1%
Cn1cccc1C(=O)OCC(=O)Nc1ccc2c(c1)OCCO2,-4%
CC(C)C(NC(=O)c1c(F)cccc1F)C(=O)OCN1C(=O)c2ccccc2C1=O (configuration not stated),-2%
Cn1cc(S(=O)(=O)N2CCNCC2)cc1C(N)=O,-7%
C#CCOCCOCCOCCNc1nc(N2CCN(C(=O)CCCCCCCCCCNC(=O)[C@@H](CCSC)n3cc(CCO)nn3)CC2)nc(N2CCN(C(=O)CCCCCCCCCCNC(=O)[C@H](CO)n3cc(CCCCCN)nn3)CC2)n1,-12%
CCC1CCCCN1S(=O)(=O)c1ccccc1 (configuration not stated),18%
CCOC(=O)[C@H]1[C@H]2COc3ccccc3[C@@H]2N2C(=O)c3cc(C)ccc3NC(=O)[C@@]12C,0%
COc1ccc(C(=O)CC(=O)c2ccc(C)cc2)c(O)c1,-2%
Cc1nc(NC(=O)CN2CC(C)OC(C)C2)sc1C(=O)N(C)C (configuration not stated),3%
C[C@@]12C(=O)Nc3ccccc3C(=O)N1[C@H]1c3cc(Cl)ccc3OC[C@@H]1[C@@H]2c1ccccc1,-6%
CCN(CC)C(CNC(=O)CSc1nnnn1-c1c(C)cccc1C)c1ccco1 (configuration not stated),-5%
O=C1CN(C(=O)COC(=O)c2c(F)cccc2Cl)c2ccccc2N1,-5%

Some of the entries above, set out differently.
CCOc1ccc(NC(=O)CN(C)C(=O)c2ccccc2CCc2ccccc2)cc1OCC
- L3MBTL1 inh: -6%
Cc1onc(-c2ccccc2)c1C(=O)OCC(=O)Nc1ccc(Cl)cc1
- L3MBTL1 inh: 22%

Later entries.
compound,L3MBTL1 inh
CS(=O)(=O)c1ccccc1-c1nnc(NC(=O)c2ccco2)o1,-1%
COc1cccc(NC(=O)CSc2nc(=O)n(CCN(C)C)c3c2CCCC3)c1,3%
O=C(/C=C/c1cccs1)NNC(=O)c1ccccc1,-4%
CN1C(=O)C(=O)/C(=C(/O)c2ccc(Br)cc2)C1c1ccc(Cl)cc1 (configuration not stated),0%[2.29 µM]
Cc1c(C(=O)NCc2ccccn2)oc2c(Cl)cccc12,-2%
CC(=O)N1CC(=O)N(c2ccccc2)C1=O,2%
Cc1ccc(S(=O)(=O)N2CCCCC2CCNC(=O)C(=O)NCc2ccccc2C)cc1 (configuration not stated),0%
Cc1cc(-c2ccccc2)nc(N/N=C/c2ccc(O)cc2)n1,-14%
CC1CN(C(=O)CCC(=O)N2CCCCC2)c2ccccc2O1 (configuration not stated),4%
CCN1C(=O)CSC1=Nc1ccc(Cl)c(Cl)c1,1%
CN(CC(=O)Nc1ccc(C(N)=O)cc1)S(=O)(=O)c1ccc2c(c1)OCCO2,-1%
Cc1[nH]n(-c2ccccc2)c(=O)c1N=Nc1ccc(Cl)cc1,-21%[2.29 µM]
O=C(NN=Cc1ccc(OC(F)F)cc1)c1ccc(NS(=O)(=O)c2cccs2)cc1,7%
CCOc1ccc(S(=O)(=O)NCc2ccccn2)c(C)c1C,0%
CCC1(c2ccc(Cl)cc2)NC(=O)N(CC(=O)NC2(C#N)CCCCC2)C1=O (configuration not stated),1%
Nc1nc(N)nc(Cc2ccccc2O)n1,4%
CC(C)[C@H](NC(=O)c1ccc(Cl)cc1)C(=O)OCC(=O)N1CCN(c2ccccc2)CC1,-7%
O=C(CNC(=O)c1ccccc1F)NCC(c1cccs1)N1CCOCC1 (configuration not stated),-1%
O=C(CN1C(=O)NC2(CCCCC2)C1=O)Oc1ccc2ccc(=O)oc2c1,-5%
CCCCNC(=O)c1onc(CSc2ccccc2)c1C(=O)NCCCC,30%
CN(C(=O)CN1C(=O)NC(c2ccccc2)(c2ccccc2)C1=O)C1CCS(=O)(=O)C1 (configuration not stated),2%
Cc1cc(C)c(NC(=O)CNC(=O)[C@@H]2CCCN2C(=O)c2cccs2)c(C)c1,-4%
O=C(NCc1cccnc1)C1CC(c2cccc(Br)c2)=NO1 (configuration not stated),8%
COc1ccccc1C(=O)CN1C(=O)NC2(CCc3ccccc32)C1=O (configuration not stated),-1%
CN(CC(=O)Nc1cccc(F)c1)C(=O)Cn1cnc2c1c(=O)n(C)c(=O)n2C,10%
O=C(c1ccccn1)N1CCN(S(=O)(=O)c2cccc(Br)c2)CC1,1%
O=C(NCCC(=O)N1CCN(S(=O)(=O)c2ccccc2F)CC1)Nc1ccccc1,-1%
C#CCOCCOCCOCCNc1nc(N2CCN(C(=O)CCCCCCCCCCNC(=O)[C@H](CO)n3cc(CCCSC)nn3)CC2)nc(N2CCN(C(=O)CCCCCCCCCCNC(=O)[C@H](CCCCN)n3cc(C[C@@H](C)CC)nn3)CC2)n1,-12%
O=C(CN1C(=O)C(=O)N(C2CCCC2)C1=O)NCCc1ccc(Cl)cc1Cl,-4%
COC(=O)c1c(NC(=O)CCN2CCOCC2)sc2c1CCCC2,-6%
Cc1ccc(S(=O)(=O)N2CCCCC2)cc1NC(=O)CCCOc1ccccc1,-14%
O=C(NCCNC(=O)c1ccccc1Br)c1ccccc1Br,3%
COc1ccc(OCCCC(=O)N(C)CC(=O)Nc2c(C)cccc2C)cc1,25%
Cn1nnnc1Sc1ncnc2scc(-c3ccccc3C(F)(F)F)c12,0%
CCNC(=O)N(CC)C[C@H]1N[C@@](C)(C(=O)OC)[C@H]2C(=O)N(Cc3ccccc3)C(=O)[C@@H]12,-1%
CN(CC(=O)Nc1ccc(F)cc1)C(=O)COC(=O)c1cccc(N(C)C)c1,-6%
O=C(CN1C(=O)NC2(CCCCCC2)C1=O)NCCc1ccccc1,0%
CC(=O)Nc1ccc(NS(=O)(=O)c2ccc(OC(C)C(=O)N3CCOCC3)cc2)cc1 (configuration not stated),9%
Cc1ccc(O)c(/C=N/NC(=O)Cc2ccc(Cl)cc2)c1,6%
CC1CCC(NC(=O)COC(=O)C2CC3CCCC(C2)C3=O)CC1 (configuration not stated),2%
Cc1ccc(NC(=O)CCN2C(=O)c3ccccc3S2(=O)=O)cc1F,5%
Cc1ccc(S(=O)(=O)N(CC(=O)NCc2cccs2)c2ccccc2)cc1,-4%
Cc1ccc(C2(c3ccc(C)cc3)NC(=O)N(CC(=O)NCCCN3CCCC3=O)C2=O)cc1,-1%
COc1ccccc1NC(=O)c1cnc(SC)nc1,2%
COCC(=O)N1CCCC(N(C)CCc2ccc(OC)c(OC)c2)C1 (configuration not stated),-7%[2.29 µM]
CC1CCCCC1NC(=O)c1cccc(S(=O)(=O)N2CCN(C)CC2)c1 (configuration not stated),-1%
CC1CN(S(=O)(=O)c2cc(C(=O)N(CCc3ccccc3)Cc3ccccc3)ccc2Cl)CC(C)O1 (configuration not stated),-3%
O=C(CSc1nc(=O)n2ccccc2n1)Nc1ccc2c(c1)OCCO2,-6%
CC1(NC(=O)CCS(=O)(=O)c2ccc(Cl)cc2)CCS(=O)(=O)C1 (configuration not stated),-1%
Cc1ccc(C)c(NC(=O)CCc2ccc(C)o2)c1,-2%
COc1ccccc1CNC(=O)COC(=O)c1nc(Cl)ccc1Cl,-4%
COc1ccc(/C=C2\SC(=S)N(CCC(=O)Nc3cccc(O)c3)C2=O)cc1,5%
CCN(CC)Cc1c(O)ccc2c(=O)c(-c3ccccc3Cl)coc12,-2%
O=C(CCC1CCN(Cc2ccccc2Cl)CC1)NC1CC1,6%
Cc1ccc(SCC(=O)OCC(=O)NCCc2ccc(S(N)(=O)=O)cc2)c(C)c1,7%
COc1cc(OC)cc(OC(=O)C2CCN(S(=O)(=O)c3ccc(OC)c(OC)c3)CC2)c1,19%
CN(C(=O)c1ccccc1C(=O)OCC(=O)c1ccc(F)cc1)c1ccccc1,0%
Cc1ccn2c(=O)c(NC(=O)c3cccc4ccccc34)c(C)nc2c1,2%
C/C(=N\Nc1ccc(S(=O)(=O)N2CCCCC2)cn1)c1cccc(Br)c1,-11%
Cc1nnc(NCc2ccccc2)c2ccccc12,-2%

The list goes on (7 carried over from the part before).
| molecule | L3MBTL1 inh |
| --- | --- |
| O=C(CCC1CCN(Cc2ccccc2Cl)CC1)NC1CC1 | 6% |
| Cc1ccc(SCC(=O)OCC(=O)NCCc2ccc(S(N)(=O)=O)cc2)c(C)c1 | 7% |
| COc1cc(OC)cc(OC(=O)C2CCN(S(=O)(=O)c3ccc(OC)c(OC)c3)CC2)c1 | 19% |
| CN(C(=O)c1ccccc1C(=O)OCC(=O)c1ccc(F)cc1)c1ccccc1 | 0% |
| Cc1ccn2c(=O)c(NC(=O)c3cccc4ccccc34)c(C)nc2c1 | 2% |
| C/C(=N\Nc1ccc(S(=O)(=O)N2CCCCC2)cn1)c1cccc(Br)c1 | -11% |
| Cc1nnc(NCc2ccccc2)c2ccccc12 | -2% |
| Clc1ccc(C2=NCCn3nc4ccccc4c32)cc1 | -3% |
| COc1cccc(NC(=O)COC(=O)c2c(C)noc2C)c1 | 8% |
| CC1CN(C(=O)c2ccccc2OCc2ccccc2Cl)CC(C)O1 (configuration not stated) | 4% |
| COc1ccc(-n2c(SCC(=O)NC3CC3)nc3ccccc3c2=O)cc1OC | -6% |
| CCOC(=O)c1ccc(NC(=O)C2COc3ccccc3O2)cc1 (configuration not stated) | 4% |
| O=C(Cc1ccccc1[N+](=O)[O-])NCCCc1ccccc1 | 2% |
| CC(C)N(C(=O)[C@H]1C[C@H](CC(=O)NC(C)(C)C)C(=O)N2CCc3c([nH]c4cc(CCC(=O)N(C)C)ccc34)[C@]12C)C(C)C | -11% |
| O=[N+]([O-])c1ccc2c3n([n+]([O-])c2c1)CCN=C3c1ccc(Cl)cc1 | -12% |
| Cn1c(SCC(=O)N2CCCC2=O)nc2ccccc2c1=O | -2% |
| Cc1ccc(C(=O)C2CCN(C(=S)NCCCOC(C)C)CC2)cc1 | -1% |
| CC(C)c1ccc(C2(C)NC(=O)N(CC(=O)NC3(C#N)CCCC3)C2=O)cc1 (configuration not stated) | -2% |
| CC1CCCCC12NC(=O)N(CC(=O)NCCc1ccc(F)cc1)C2=O (configuration not stated) | 1% |
| Cc1ccc(S(=O)(=O)NCCCNS(=O)(=O)c2ccccc2Br)cc1 | -3% |
| COc1ccc(-c2cc(C(=O)N3CC(C)CC(C)C3)c3ccccc3n2)cc1 (configuration not stated) | -3% |
| CCN(CC)C(=O)c1[nH]cnc1C(=O)NC1CCN(C(=O)OC(C)(C)C)CC1 | 3% |
| CN(Cc1ccc(Cl)s1)C(=O)CSc1nnc(C2CC2)n1C1CC1 | -1% |
| COc1cc(CNCc2cc(OC)ccc2OC)cc(OC)c1 | -9% |
| Cn1c2c(c3cc([N+](=O)[O-])ccc31)CCCC2 | 10% |
| O=C(Nc1ccc(Cl)cn1)c1cccc2ccccc12 | -2%[2.29 µM] |
| COc1ccc(C(=O)NCC(=O)OCCOc2ccc(Cl)cc2)cc1OC | -3% |
| COc1ccc(CCNS(=O)(=O)c2ccc3[nH]c(=O)[nH]c3c2)cc1 | 4% |
| Nn1c(-c2ccccc2)cc(-c2ccccc2)cc1=O | ? |
| Cc1ccc(S(=O)(=O)N2CCCC2)cc1C(=O)NCc1ccccc1CN1CCCC1 | -1% |
| COc1ccc(-c2noc(CCC(=O)N3CCN(c4ccccc4)CC3)n2)cc1 | -6% |
| CC(C)c1ccc(OCC(=O)NCc2ccccc2)cc1 | 7% |
| Cc1cccc(C(=O)Nc2cccc3cccnc23)c1 | 20% |
| CCCCn1nc(C(=O)N2CCN(S(=O)(=O)c3ccccc3)CC2)c2ccccc2c1=O | 0% |
| O=C1NC[C@@H](c2ccccc2)OC(=O)[C@H](Cc2ccc(F)cc2)C/C=C\C[C@H]1CC(=O)N(CCO)Cc1ccccc1 | -8% |
| Cc1cccc(Oc2ccccc2NS(=O)(=O)c2ccc(CCC(=O)O)cc2)c1 | ? |
